# UDG counterscr: UDG inhibition counter-screen; FRET deamination/UDG coupled assay, UDG read, 4 h; Potency, µM (doses to about 115 µM), for the others: top-dose activity change, negative = inhibition, actives largely listed as inhibitors; actives 0.14% (n = 91,000); AID 1347430; note: nearly all actives have a fitted effect of over 65% in size
# AID inhibitor: blocks human AID cytidine deaminase activity. actives 0.32% (n = 91,000). Q9GZX7. Potency, µM (top dose mostly 115 µM), without a hit: at the top dose activity change, negative = inhibition, hits mostly inhibitors. AID deamination FRET fluorescence, UDG-coupled, 4 h; note: nearly all actives have a fitted effect of over 25% in size
# Target sequence (Q9GZX7 whole entry, looked up): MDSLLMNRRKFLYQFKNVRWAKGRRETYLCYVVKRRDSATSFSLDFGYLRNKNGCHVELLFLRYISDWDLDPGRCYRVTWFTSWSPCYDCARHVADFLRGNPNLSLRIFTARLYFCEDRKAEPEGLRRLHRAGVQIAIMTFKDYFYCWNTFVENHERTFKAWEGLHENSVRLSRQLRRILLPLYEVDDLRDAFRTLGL
# The depositor's hits bear a star; ? = inconclusive; [ ] = another dose, or the depositor's remark. Calls come from the whole dose curve; as a rule, active = well fitted curve in the direction sought with a large enough effect; inconclusive = small, poorly fitted or top-dose-only effect, or another doubt; inactive = no such curve, though single readings can be large; an effect the other way counts as inactive or inconclusive. % is set by controls: 0 for no effect and ±100 for the full control effect; potency is the fitted concentration of half-maximal effect. A portion of the library; count on the stated rates, not on these rows.
structure | UDG counterscr | AID inhibitor
O=C(CCC(=O)OCc1ccc(Br)cc1)Nc1ccc2c(c1)oc1ccccc12 | 7% | 3%
Cc1ccc2c(c1)N(C(=O)CCC(=O)NCc1cccc(F)c1)CC(C)O2 (stereo not drawn) | 0% | 5%
CCC1CN(C(=O)Nc2ccc(C)c(F)c2)c2ccccc2S1 (stereo not drawn) | 4% | 6%
COC(=O)c1ccc(CSc2nc3c([nH]c4ccccc43)c(=O)n2-c2cc(C)cc(C)c2)o1 | -7% | 9%
Cc1ccccc1OC(=O)c1ccc(-c2ccccc2)cc1 | 2% | -1%
Cc1nc2cccnc2n1-c1cccc(C(=O)NCCc2ccc(S(N)(=O)=O)cc2)c1 | -5% | -3%
O=C(Nc1ccc(Cl)cc1)Nc1nnc(COc2ccc(Cl)cc2)s1 | -7% | -16%
CCC(=O)N1c2ccccc2CC1C(=O)NCCN1CCN(c2cccc(C)c2C)CC1 (stereo not drawn) | 19% | -10%
CC(C)OCCCn1c(SCC(=O)c2ccccc2)nc2c(sc3ccccc32)c1=O | -4% | 14%
O=C(NCCc1ccccc1F)c1ccncc1 | -4% | 3%
Cc1cccc(C(C)C)c1NC(=O)Cn1c(=O)oc2cc(S(=O)(=O)N3CCCC3)ccc21 | -1% | -10%
O=c1c2cnc(N3CCCCC3)nc2ccn1-c1ccccc1F | -1% | 0%
CCCc1cc(N2CCN(c3ccccc3F)CC2)n2cnnc2n1 | -15% | ?
COc1ccc(-c2nn(-c3ccccc3)cc2C(=O)Nc2ccccc2OC)cc1 | -3% | 16%
CCOc1ccc(C(=O)Nc2c(C(=O)c3ccc(OC)cc3)oc3ccccc23)cc1 | 11% | 10%
CCOc1ccc(CC(=O)NNC(=S)NCCOC)cc1OCC | -1% | 7%
COc1cc(C#N)ccc1OCCOc1ccccc1C(C)=O | -2% | -11%
CCCC(=O)N1CC(=O)Nc2ccc(Cl)cc2C1c1ccccc1 (stereo not drawn) | -7% | -13%
CCOC(=O)c1ccc(N2C(=O)C(O)(C(F)(F)F)C3=C2CC(C)(C)CC3=O)cc1 (stereo not drawn) | -1% | -1%
O=C(COC(=O)c1cnc2ccccc2n1)NC12CC3CC(CC(C3)C1)C2 | 8% | 16%
C(=Nc1ccccc1)c1ccc(-c2cccs2)s1 | 5% | -2%
Cc1ccc(NC2(c3nnnn3-c3cccc(C)c3)CCCC2)cc1 | -10% | 1%
O=C(NCCSCc1cccs1)C1CCC1 | -17% | -6%
COc1ccccc1NC(=O)c1cc(C2CC2)nc2c1c(C)nn2-c1ccc(C)cc1 | 5% | -1%
CCN(CC)c1ccc(NC(=O)Cn2c3ncccc3c(=O)n2-c2ccccc2)c(C)c1 | 2% | 0%
CS(=O)(=O)NCCc1ccc(C(=O)CSc2ccc(F)cc2)s1 | -7% | -2%
CC(C)C(=O)Nc1ccc(Br)c(Cl)c1 | 1% | -9%
N#Cc1nc(/C=C/c2ccccc2)oc1N1CCN(C(=O)c2ccco2)CC1 | -2% | -4%
COc1ccc(-c2c(C)oc3cc(OS(C)(=O)=O)ccc3c2=O)cc1 | -5% | -2%
O=C(NCC(c1cccnc1)N1CCN(Cc2ccccc2)CC1)C(=O)Nc1ccc(F)cc1 (stereo not drawn) | 5% | 30%[activator]

# Quoted at random: 4 compounds from above, in no set order.
structure | UDG counterscr | AID inhibitor
COc1ccc(-c2nn(-c3ccccc3)cc2C(=O)Nc2ccccc2OC)cc1 | -3% | 16%
Cc1ccc(NC2(c3nnnn3-c3cccc(C)c3)CCCC2)cc1 | -10% | 1%
CC(C)C(=O)Nc1ccc(Br)c(Cl)c1 | 1% | -9%
CCOc1ccc(CC(=O)NNC(=S)NCCOC)cc1OCC | -1% | 7%

# (list continues)
structure | UDG counterscr | AID inhibitor
COc1cc(SC)ccc1C(=O)OCC(=O)NC(=O)NCc1ccco1 | -5% | -2%
COc1cccc(CNC(=O)CN(C)S(=O)(=O)c2ccc3[nH]c4c(c3c2)CCCC4)c1 | -27%[57.5 µM] | 71%[activator]
COc1ccc(C(NC(=O)c2cccc(Cl)c2)NC(=O)c2cccc(Cl)c2)cc1 | 1% | 7%
Cc1ccc(NC(=O)N2CCSc3ncccc32)cc1Cl | 0% | 5%
Cc1ccccc1OCC(=O)Nc1ccccc1C(=O)OCc1cc(=O)n2nc(C3CC3)sc2n1 | -9% | 20%
CC1CCN(C(=O)Cn2ncc3c4ccccc4n(Cc4ccc(Cl)cc4)c3c2=O)CC1 | -2% | -13%
Cc1ccc(-c2cnc(CCC(=O)N3CCN(CC(=O)Nc4cccc(F)c4)CC3)o2)cc1 | -2% | -4%
CCc1oc2ccccc2c1/C=C/C(=O)NC1CCCC1 | 2% | -9%
COc1ccccc1OCc1nc(C#N)c(NCc2ccc3c(c2)OCO3)o1 | -3% | 5%
CCCCOCCCNC(=O)N[C@H](C(=O)O)C(C)CC (stereo partly drawn) | 3% | -2%
O=c1cc(CN2CCN(Cc3ccccc3)CC2)c2cc(O)c(-c3ccccc3)cc2o1 | -26% | -3%
Fc1ccc(CSc2ccc(-c3cccs3)nn2)cc1 | -2% | -6%
COc1ccc(OC(=O)c2cccc(OC)c2)cc1 | -3% | -7%
CCOc1ccccc1NC(=O)c1cc2c(=O)oc3ccccc3c2s1 | -29% | 1%
O=C(NCc1coc(-c2cccs2)n1)c1ccc(F)cc1F | 1% | 5%
CCOc1ccc(NC(=O)c2cc(S(=O)(=O)N3CCCC3)c[nH]2)cc1 | -6% | -1%
Cc1c(Cl)cccc1-n1ncc(C(=O)NC2CCCC2)c1C1CCN(C(=O)OC(C)(C)C)CC1 | -3% | ?
O=C(CCCn1c(=O)oc2ccccc21)Nc1nc2ccccc2s1 | 4% | 27%
CC(C)c1ccccc1NC(=O)C(Cc1c[nH]c2ccccc12)NC(=O)OC(C)(C)C (stereo not drawn) | -9% | ?
O=C(c1cc(F)ccc1F)N(C1CCCC1)C1CC1 | 1% | -4%
O=C(Nc1ccc2nc(SCCOc3ccccc3Cl)sc2c1)c1ccc2c(c1)OCO2 | 37%[activator] | 32%[activator]
Cc1ccc(C)c(C(=O)Cn2nc(C(=O)O)c3ccccc3c2=O)c1 | -22% | -8%
Cc1cc(Cl)ccc1Nc1nc(N)c(C(=O)c2ccc(F)cc2)s1 | 5% | -6%
Cc1ccc(/C=C/c2onc(C)c2S(=O)(=O)N2CCC(C(=O)NCc3ccc(Cl)cc3)CC2)cc1 | -2% | 9%
COc1cc(C)cc2oc(=O)c(CC(=O)N3CCN(C(=O)C4COc5ccccc5O4)CC3)c(C)c12 (stereo not drawn) | -3% | -9%
CCc1nnc(SCc2nc(-c3ccccc3Cl)oc2C)c2cc3sc(C)cc3n12 | ? | 32%[activator]
COc1ccc(C(=O)NCc2ccc3c(c2)CCN3C(=O)c2cccc(C)c2)cc1OC | -12% | 1%
CCOC(=O)c1[nH]c(C)c(CCC(=O)NC(C)c2ccccc2)c1C (stereo not drawn) | 4% | -7%
Cc1ccc(N(C(=O)c2cccc(C)c2)S(=O)(=O)c2ccc(Cl)cc2)cc1 | -20% | -14%
Cc1[nH]c2ccc(C(=O)N(C)CCOc3ccccc3)cc2c1C | -4% | -6%

# Six structures out of the list, arranged by count of non-hydrogen atoms, smallest number first:
structure | UDG counterscr | AID inhibitor
O=C(NCCc1ccccc1F)c1ccncc1 | -4% | 3%
COc1cc(C#N)ccc1OCCOc1ccccc1C(C)=O | -2% | -11%
O=c1c2cnc(N3CCCCC3)nc2ccn1-c1ccccc1F | -1% | 0%
COc1cccc(CNC(=O)CN(C)S(=O)(=O)c2ccc3[nH]c4c(c3c2)CCCC4)c1 | -27%[57.5 µM] | 71%[activator]
COC(=O)c1ccc(CSc2nc3c([nH]c4ccccc43)c(=O)n2-c2cc(C)cc(C)c2)o1 | -7% | 9%
Cc1ccccc1OCC(=O)Nc1ccccc1C(=O)OCc1cc(=O)n2nc(C3CC3)sc2n1 | -9% | 20%

# Next part:
SMILES	UDG counterscr	AID inhibitor
O=C(NCc1ccccc1)c1ccc2c(c1)N(Cc1ccc(F)cc1)CCS2	-1%	-6%
COc1ccc(C2=NS(=O)(=O)N(C)C(C(=O)NC(C)c3ccccc3)=C2)cc1OC (stereo not drawn)	1%	-2%
O=C(NCC(F)(F)F)C1CCN(C(=O)c2ccc(Br)cc2)CC1	7%	13%
COc1ccccc1Cn1ccn(Cc2ccc(C)cc2)c(=O)c1=O	0%[57.5 µM]	-12%
COc1cccc(CC(=O)NCc2ccc3c(c2)CCN3C(C)=O)c1	-2%	18%
CC1CCC(NC(=O)c2csc3c2CCCC3)CC1 (stereo not drawn)	-3%	-3%
CCCCC(=O)Nc1cccc(OCc2cc(=O)n3ccccc3n2)c1	-1%	10%
Cc1c2cnn(-c3ccccc3)c(=O)c2c(C)n1CC(=O)N1CCN(c2cccc(Cl)c2)CC1	-10%	?
O=C(NCc1ccccc1)c1ccc2nc(CCc3ccccc3)oc2c1	39%[activator]	-4%
CCc1ccc(-c2nc(CSCC(=O)NCc3cccs3)c(C)o2)cc1	-8%	-16%
COc1ccc(OC)c(NC(=O)c2ccc3nc(C(C)C)oc3c2)c1	5%	2%
O=C(Nc1cccc(C(F)(F)F)c1)C1CCCN1S(=O)(=O)c1cccc2nsnc12 (stereo not drawn)	5%[57.5 µM]	21%[57.5 µM]
Cc1nn(S(=O)(=O)c2ccc(F)cc2)c(C)c1S(=O)(=O)N1CCCCC1	-1%	74%[activator]
COc1cc(C2c3c(-c4ccccc4O)n[nH]c3C(=O)N2Cc2ccco2)ccc1OCC(C)C (stereo not drawn)	8%	-25%
COC(=O)c1cccc(NC(=O)C23CC4CC(C2)CC(C(=O)Nc2cccc(C(=O)OC)c2)(C4)C3)c1	1%	-9%
COc1ccc(C(=O)Nc2ccc3c(c2)nc(CN2CCCCCC2)n3C)cc1OC	-3%	3%
CCC(=O)N1CCc2cc(Br)cc(S(=O)(=O)CCC(=O)NCc3ccccc3)c21	-3%	7%
CC(C)C(N)c1ccc2c(c1)OCCCO2 (stereo not drawn)	9%	10%
CCOc1ccc(CCNC(=O)CCc2c(C)nc3c(c(C)nn3-c3ccccc3)c2C)cc1OCC	3%	-3%
CC(C)CC(NC(=O)C1CCCCC1)C(=O)Nc1cccc(C(F)(F)F)c1 (stereo not drawn)	3%	53%[activator]
COc1ccc(-c2nnc(SCC(=O)N3CCc4ccccc43)o2)cc1OC	7%	14%
N#Cc1ccc(OCc2cccc(C(F)(F)F)c2)cc1	-3%	-6%
COc1ccc(CN(C)C(=O)NCc2nc(C)cs2)cc1	0%	1%
COc1cccc(C(C(=O)NCc2ccccc2)N(C(=O)Cn2nnc3ccccc32)c2cccc(C(C)=O)c2)c1 (stereo not drawn)	0%	4%
CCc1noc(C)c1C(=O)Nc1ccccc1C(C)(C)C	8%	3%
COc1cc(C(C)=O)ccc1OCC(=O)OCc1ccc2c(c1)OCO2	2%	-2%
COc1cccc(-c2cc(C(F)(F)F)n3nc(C)c(-c4ccccc4)c3n2)c1	-4%	12%
Cc1c(Cl)cccc1NC(=O)c1cnc2sc(N3CCCC3)nn2c1=O	2%	3%
COc1ccc(Nc2cc(C(=O)NCc3ccccc3)c3ccccc3n2)cc1	-17%[57.5 µM]	12%
Cc1ccc(CNS(=O)(=O)c2cc3c(cc2C)NC(=O)CO3)cc1	4%	2%
CCOc1ccc(N(CC)C(=O)CSc2n[nH]c(-c3ccccc3)n2)cc1	49%[activator]	3%
CN(C)c1ccc(C(=O)Nc2cccc(-c3nc4cccnc4s3)c2)cc1	-4%[57.5 µM]	-21%
COc1cccc(CNC(=O)c2ccc(CS(=O)c3ccccc3Cl)o2)c1 (stereo not drawn)	1%	-5%
CNc1oc(-c2cc(S(=O)(=O)N3CCCC3)c(C)o2)nc1C#N	-6%	-4%
CN1CCN(c2ccc(NC(=O)c3ccccc3F)nc2)CC1	5%	3%
CCN(CC)C(=O)Oc1ccc2cc(-c3ccccc3)c(=O)oc2c1	-1%	-2%
COc1ccc(CCN2CC(C(=O)NCCc3ccc(C)cc3)CC2=O)cc1OC (stereo not drawn)	-18%	10%
O=C(CCn1c(=O)c2cccn2c2cccnc21)NCc1cccc(Br)c1	9%	-1%
CCOC(=O)c1ccc(NC(=O)CSc2cc(=O)n(CC)c3ccccc23)cc1	-10%	-8%
COc1ccc(N2CCN(C(=O)c3ccc(C)c(NC(=O)c4nsc5ccccc45)c3)CC2)cc1	-3%	5%
Cn1c(SCC(=O)NCC2CN(Cc3ccccc3)CCO2)nnc1-c1ccc(C(C)(C)C)cc1 (stereo not drawn)	1%	-9%
Cc1cccn2cc(-c3cccc(NS(=O)(=O)c4ccc(Cl)c(Cl)c4)c3)nc12	1%	-1%
CCOc1ccccc1NC1(c2ccccc2)C(=O)c2ccccc2C1=O	4%	30%
Cc1ccc2c(=O)cc(C(=O)N(Cc3ccc(N(C)C)cc3)C3CCS(=O)(=O)C3)oc2c1 (stereo not drawn)	-15%[57.5 µM]	43%[activator]
CCOc1ccccc1NC(=O)N(Cc1ccc(C)o1)C1CCN(C(C)=O)CC1	-3%	4%
CCc1ccc(NC(=O)C2CCN(S(=O)(=O)c3c(C)noc3C)CC2)cc1	-7%	-6%
Cc1ccc(-c2nn(-c3cccc([N+](=O)[O-])c3)c3c2cnc2ccc(F)cc23)cc1	46%[activator]	13%
COc1ccc(C)cc1NC(=O)c1cc(=O)[nH]c2ccccc12	7%	-1%
CC(C)CCn1c(SCc2ccc(F)cc2Cl)nc2ccsc2c1=O	-6%[57.5 µM]	-15%
COc1ccc(S(=O)(=O)N2CCCCC2)cc1NC(=O)c1nn(CC(C)C)c(=O)c2ccccc12	-3%	-4%

# Screening results deposited in PubChem by National Center for Advancing Translational Sciences (NCATS).
